Y pestis TopoI: inhibitors of Yersinia pestis topoisomerase I | Y. pestis Topo-I cleavage product accumulation, plate reader | 360,000 compounds, 0.064% hits | activity, % at 10 µM; in the data active = activity above about 50%, passing the limit was not always enough; inconclusive = no clear call, values can overlap the other calls; also: inactives centre near 2
VHR inh abs: DUSP3 (human) phosphatase inhibition. P51452. recombinant VHR phosphatase, pNPP absorbance. inhibition, % at 13.3 µM. 290,000 compounds, 0.52% hits. AID 1654; in the data active = inhibition above about 50%; also: some compounds called inactive have numbers as strong as hits
PfHsp40 yeast: restores yeast growth despite PfHsp40 toxicity; S. cerevisiae expressing PfHsp40, growth rescue, ATP luminescence; growth rescue, % at 12.5 µM; 340,000 compounds, 0.68% hits; AID 504582; in the data active = growth rescue above about 28%, passing the limit was not always enough; inconclusive = no clear call, values can overlap the other calls;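 also: yeast W303a lacking pdr1 and pdr3 grown in galactose medium; growth measured after three days at 30 °C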
BoNT A protease: blocks Botulinum neurotoxin A light chain protease. multiplex microsphere protease substrate cleavage, flow cytometry. inhibition, % at 10 µM. 360,000 compounds, 0.17% hits; also: plate controls were buffer without enzyme for full effect and enzyme alone for no effect
Anthrax LF inh2: blocks Bacillus anthracis lethal factor protease | P15917 | multiplex microsphere protease cleavage assay, LF | inhibition, % at 10 µM | 360,000 compounds, 0.12% hits | AID 588501; also: plate controls were buffer without enzyme for full effect and enzyme alone for no effect
SSB-PriA inh: inhibitors of Klebsiella pneumoniae PriA binding to SSB C-terminal tail | AlphaScreen SSBct-PriA binding, biotinylated peptide | inhibition, % at 33 µM | 430,000 compounds, 0.6% hits; in the data active = inhibition mostly above about 37%, no sharp cut-off; inactive = mostly below about 20%;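 also: plate controls were negative control peptide for no effect and reference peptide for full effect; strong numbers were not always called active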
Vc quorum ag: induces V. cholerae light production without autoinducers; activation, % at 18.7 µM; 350,000 compounds, 0.16% hits; V. cholerae BH1578 lux reporter, luminescence, 6 h; in the data active = activation mostly above about 9.7%, no sharp cut-off; inconclusive = no clear call, values can overlap the other calls; inactive = mostly below about 3.7%; also: not every result past the cut was called active; inactives centre near 0; reference of the scale not given here
3CLpro inhibitor: SARS-CoV 3CLpro protease inhibition | P0C6X7 | recombinant SARS-CoV 3CLpro, quenched FRET peptide cleavage | 290,000 compounds, 0.14% hits | inhibition, % at 6 µM; in the data active = inhibition above about 12%
CCHF vOTU inh: blocks the CCHF virus ovarian tumor domain protease | inhibition, % at 11.5 µM | 370,000 compounds, 0.55% hits | AID 651958 | CCHFV vOTU protease, Pep-AMC fluorescence; in the data active = inhibition above about 30%; also: 0% = vehicle wells with enzyme and 100% = no enzyme wells
TcdB GH inh: blocks C. difficile toxin B glycohydrolase activity; P18177; TcdB glycohydrolase enzymatic assay, plate reader; inhibition, % at 9.99 µM; 350,000 compounds, 0.24% hits; in the data active = inhibition above about 10%
Numbers without * were called inactive; i = inactive; ? = inconclusive; · = no result given; & = joins results of further samples. Rule as the data show it, unless noted: active = inhibition above about 30%; inconclusive = no clear call, values can overlap the other calls; inactive = below that.

SMILES	Y pestis TopoI	VHR inh abs	PfHsp40 yeast	BoNT A protease	Anthrax LF inh2	SSB-PriA inh	Vc quorum ag	3CLpro inhibitor	CCHF vOTU inh	TcdB GH inh
COC(=O)c1sccc1NC(=O)c1cc(-c2cccc(C)c2)nc2ccccc12	24	21	-0.1	-0.4	9	0	i	-3	5	·
Cc1ccc(-n2c(CNC(=O)c3cccs3)nnc2SCC(=O)NO)cc1	-1	19	0.3	-0.9	-10	-9	-0.3	1	11	0.2
COc1ccc(NC(=O)C(Cl)=C(Cl)Cl)cn1	4	9	1.0	-0.8	4	-12	-1.0	1	-2	1.3
CC(=O)N(Cc1ccccc1)c1nc(-c2ccccc2)cs1	34	-4	0.9	0.3	-5	-15	-0.4	-1	-9	0.5
COc1cc(/C=C2\N=C(c3ccccc3)OC2=O)ccc1OC(C)=O	-2	1	0.2	1.8	-3	-13	-1.6	2	12	0.5
CCCCN1C(Nc2ccccc2)=NC[C@@H]1C	1	·	2.5	-0.4	1	0	-0.4	·	-41	0.4
O=C(c1ccco1)N1N=C(c2ccc3nccnc3c2)CC1c1ccccc1 (stereo unspecified)	25	15	0.6	0.3	-4	8	i	5	5	3.1
Oc1ccc(N2CCN(C(=S)NCc3ccccc3)CC2)cc1	-6	10	0.3	-0.9	-8	26	-0.2	2	5	-0.4
CCOC(=O)c1sc(NC(=O)CSc2nc3c(cc2C#N)CCCCC3)c(C#N)c1C	-5	-4	-1.6	0.2	-1	-3	i	1	8	·
CCOc1ccc(OCC)c(NS(=O)(=O)c2cccc3nsnc23)c1	7	-4	1.1	-0.6	-3	-18	6.7	2	5	·
Cc1ccccc1NC(=O)c1ccc(CN(c2ccccc2)S(=O)(=O)c2ccccc2)cc1	0	6	0.4	0.7	-1	-14	-0.4	0	-20	2.5
Cn1c(=O)c(C(=O)NCc2ccc(Cl)cc2)c(O)c2ccccc21	1	30	-1.4	0.4	-11	-21	i	-5	2	-0.2

Part of the list above in order of heavy-atom count, rising:
SMILES	Y pestis TopoI	VHR inh abs	PfHsp40 yeast	BoNT A protease	Anthrax LF inh2	SSB-PriA inh	Vc quorum ag	3CLpro inhibitor	CCHF vOTU inh	TcdB GH inh
CC(=O)N(Cc1ccccc1)c1nc(-c2ccccc2)cs1	34	-4	0.9	0.3	-5	-15	-0.4	-1	-9	0.5
COc1cc(/C=C2\N=C(c3ccccc3)OC2=O)ccc1OC(C)=O	-2	1	0.2	1.8	-3	-13	-1.6	2	12	0.5
Cc1ccc(-n2c(CNC(=O)c3cccs3)nnc2SCC(=O)NO)cc1	-1	19	0.3	-0.9	-10	-9	-0.3	1	11	0.2
CCOC(=O)c1sc(NC(=O)CSc2nc3c(cc2C#N)CCCCC3)c(C#N)c1C	-5	-4	-1.6	0.2	-1	-3	i	1	8	·

Next section
SMILES	Y pestis TopoI	VHR inh abs	PfHsp40 yeast	BoNT A protease	Anthrax LF inh2	SSB-PriA inh	Vc quorum ag	3CLpro inhibitor	CCHF vOTU inh	TcdB GH inh
CCN(C(=O)c1cc(S(=O)(=O)N2CCc3ccccc32)cn1C)c1ccccc1	26	29	1.2	-0.5	-2	-14	-0.3	-2	1	1.9
O=C(CC1Nc2ccccc2NC1=O)Nc1ccccc1 (stereo unspecified)	-3	22	0.0	0.8	1	2	-0.3	-1	·	·
CCCCC(CC(O)COCC(C)C)C(=O)NN (stereo unspecified)	15	4	-0.4	0.3	-2	-9	3.0	3	11	-0.3
CSc1nnc(-c2ccc(S(=O)(=O)N3CCCCC3)cc2)o1	-2	5	0.7	-1.3	0	-18	-0.4	-8	3	-0.9
CCOC(=O)c1c(NC(C)=O)sc2c(O)c(Br)cc(Br)c12	-3	-1	4.2	-1.5	-2	-7	i	5	6	·
CCOc1ccc(/C(O)=C2/C(=O)C(=O)N(CCN(C)C)C2c2ccccc2)cc1Cl (stereo unspecified)	-2	18	-0.4	0.7	1	·	-0.1	2	9	·
c1ccc(Cc2nn3c(C4COc5ccccc5O4)nnc3s2)cc1 (stereo unspecified)	-4	-4	0.4	1.1	0	-1	i	4	-7	·
CC[C@H](C)[C@@H]1NC(=O)c2cc([N+](=O)[O-])cc(F)c2OCC[C@@H](C(N)=O)NC(=O)[C@H](CCCCN)NC1=O	22	4	-0.8	0.3	0	-5	-0.5	2	9	-9.5
O=C(COC(=O)c1cccnc1Cl)Nc1cc(S(=O)(=O)N2CCCCC2)ccc1Cl	2	-2	1.6	-0.6	-5	-5	-1.6	5	13	9.4
O=C(c1ccc(S(=O)(=O)Cc2ccccc2Cl)c([N+](=O)[O-])c1)N1CCN(c2ccccn2)CC1	2	14	5.0	-0.7	-3	3	-0.2	2	22	-0.7
c1ccc(NC(=NCc2ccco2)c2ccccc2)cc1	-3	30	4.2	1.9	-3	-1	1.4	-1	-3	·
CCCn1c(=N)n(CC(=O)O)c2ccccc21	-1	·	0.6	2.2	-3	-5	1.4	4	-3	·
Cc1ccsc1C1C(C#N)=C(N)N(N(C)C)C2=C1C(=O)CC(C)(C)C2 (stereo unspecified)	8	14	-0.8	-0.4	-3	-9	-0.5	2	11	0.7
C=CCOC(=O)C1=C[C@@H](c2cn(C(C)=O)c3ccccc23)C[C@@H](OCc2ccc(CO)cc2)O1	22	·	-1.2	-0.4	-11	11	i	·	4	1.1&0.0
CCOc1cc(/C=N/n2nnnc2N)ccc1OCc1c(C)no[n+]1[O-]	0	1	0.0	-0.3	0	·	4.1	-4	6	·
CC1(C)CC(NC(=O)c2cccc(S(=O)(=O)Nc3cccc(Cl)c3)c2)CC(C)(C)N1	-8	·	-1.0	-0.6	1	-10	i	·	11	-0.7
CN(C)CCN1CCN(C2CN(Cc3ccccc3)S(=O)(=O)C2)CC1 (stereo unspecified)	·	·	·	0.7	-2	·	·	·	2	0.7
c1ccc(-c2ncc(CSc3nncn3-c3ccccc3)s2)cc1	19	8	1.7	0.3	0	-10	-0.1	5	9	·
CCC(CC)NC(=O)CN(c1ccccc1OC)S(=O)(=O)c1cccs1	-5	-19	1.2	-1.3	-5	-2	-0.2	3	0	-0.3
COc1cccc(C(=O)C[n+]2ccccc2/C=N/O)c1	-4	-20	2.2	-0.3	0	·	0.8	1	7	·
COc1cc(/C=C2/C(=N)N3OC(C)=CC3=NC2=O)ccc1OC(=O)c1ccco1	2	12	-0.9	0.3	-3	-12	2.3	5	0	0.3
Cc1ccc(C)c(CSc2nnc([C@@H](N)C(C)C)o2)c1	90*	14	-1.0	-0.2	2	-1	i	-1	-1	·
CCC(=O)c1ccc(OCCn2cncn2)cc1	7	6	-2.2	-0.3	-2	-3	5.9	0	3	·
Cc1cc(C(=O)NP(=O)(N2CCOCC2)N2CCOCC2)c(C)n1C1CC1	8	13	-1.3	-0.5	1	-2	-0.2	5	3	-0.5
COC(=O)c1c(NC(=O)c2ccc(Br)o2)sc(C)c1C	5	18	0.1	-0.2	-1	-20	i	1	-16	·
COc1ccc(CNCCNC(=O)c2ccco2)c(OC)c1OC	1	-1	0.7	0.3	-10	-3	i	-1	9	·
CC(C)CC(=O)Nc1ccc2oc(-c3cccnc3)nc2c1	-7	24	-0.2	1.4	1	-4	7.1	-9	-65	·
C[C@@H]1CC=C[C@H]2[C@H]1C(=O)N(Cc1ccccc1)[C@H]2c1ccc(-c2ccc(F)cc2)cc1F	13	26	0.6	-0.7	-6	-3	i	·	3	0.8
Cc1c(NC(=O)c2ccccc2NS(=O)(=O)c2ccc(F)cc2)c(=O)n(-c2ccccc2)n1C	4	44	-0.4	-0.6	-12	-5	7.1	3	9	·
O=C(Nc1ccc(CN2CCS(=O)(=O)CC2)cc1)c1ccc(Cl)cc1	-10	2	1.5	·	·	-1	-2.3	1	-4	0.8
O=C(Cc1nnc(NC(=O)Nc2ccc(F)cc2)s1)Nc1ccccc1	5	49	0.6	-0.4	1	8	-0.6	0	4	0.0
Cc1cccc(N2C(=O)C(CC(=O)Nc3cccc(F)c3)N(CCc3ccncc3)C2=O)c1 (stereo unspecified)	-11	6	-1.0	-0.1	1	-4	0.4	-1	-3	0.4
CCN(CC)C(=O)c1[nH]cnc1C(=O)N[C@@H](CC(C)C)C(=O)OC(C)(C)C	3	10	0.1	-0.2	5	-5	i	1	-1	1.4
NS(=O)(=O)c1cccnc1Nc1cccc(Cl)c1	-7	-8	0.1	-0.1	-1	-17	i	0	7	·
Cc1cccc(-n2nnc(C(=O)NCc3ccco3)c2N)c1	-9	44	-1.1	-0.4	-4	-4	0.7	-3	-17	·
CC1(C(=O)Nc2cccc3c2CCCC3)CCN1C(=O)CCC1CCCC1 (stereo unspecified)	36	·	·	-0.6	5	·	i	·	7	-0.6
COc1ccc2cc(C(c3nnnn3CCc3ccccc3)N3CCC(O)CC3)c(=O)[nH]c2c1 (stereo unspecified)	4	22	-0.3	30*	15	-26	-1.8	0	8	·
Cc1c(C(=O)/C=C/N(C)C)nnn1-c1ccc(F)c(Cl)c1	-7	-3	·	0.1	-4	-3	i	3	7	0.5
COc1ccc(CC(=O)Nc2nc(C(C)(C)C)cs2)cc1	9	-17	0.7	-3.0	-7	-16	-0.2	2	9	0.6
CC(C)C[C@H](NC(=O)CCn1nnc2ccccc2c1=O)C(=O)O	-3	2	0.8	-1.5	0	-17	0.7	-2	-3	2.8
COc1ccc(C)cc1NC(=O)c1c(C)nn(Cc2ccccc2)c1Cl	22	-5	1.1	-0.2	-2	-23	-1.3	-3	8	1.9
CN1CCN(NC(=O)CN2C(=O)S/C(=C\c3c(Cl)cccc3Cl)C2=O)CC1	7	-5	-1.0	-0.1	-4	2	-0.3	10	9	1.4
COc1cc(/C=C/C(=O)OCC(=O)N2CCC(Cc3ccccc3)CC2)ccc1O	22	-4	0.8	-0.4	1	19	i	-1	4	1.6
O=C(NC(NC(=S)Nc1ccc(Cl)cc1)C(Cl)(Cl)Cl)c1ccco1 (stereo unspecified)	-12	-11	0.0	-0.6	0	7	-0.7	7	-5	·
CCC(CC)C(=O)N1CCCC(c2nc(-c3cccs3)no2)C1 (stereo unspecified)	7	1	2.7	-0.1	2	-5	-25	0	16	·
O=C(CSc1ncnc2nc[nH]c12)c1ccc(Cl)cc1	4	13	-0.8	0.0	8	-3	-0.2	-1	0	0.8
CN(C)c1ccc(C(=O)N2CCCC(N3CCN(Cc4ccc5c(c4)OCO5)CC3)C2)cc1 (stereo unspecified)	26	26	-1.9	2.4	2	-1	0.7	-4	5	2.1
O=C(CN1C(=O)C(=O)N(C2CCCC2)C1=O)Nc1ccccc1OC(F)F	1	·	-1.0	0.2	1	2	-0.2	·	-1	-1.5
O=C(CS(=O)(=O)c1cn(Cc2cccc(F)c2)c2ccccc12)N1CCOCC1	3	14	0.0	0.8	2	-3	i	-4	0	·
CCOC(=O)N1CCN(C(=O)c2cccn3c(=O)c4c5c(sc4nc23)CCCC5)CC1	-6	6	0.1	1.8	1	-16	-0.2	1	8	-1.0
O=C(COC(=O)CNC(=O)c1cccc([N+](=O)[O-])c1)Nc1ccccc1OC(F)F	-5	4	0.0	-0.1	-1	-3	-2.7	1	-3	0.1
CCN(C(=O)CN1CCN(c2ccccc2O)CC1)c1c(N)n(Cc2ccccc2)c(=O)[nH]c1=O	11	-15	-1.1	-0.3	-4	-16	-0.9	-2	5	·
CCO[C@H]1OC(C(=O)NC2CC2)=C[C@@H](c2ccccc2)[C@@H]1CCCO	-2	11	0.0	-0.6	-1	-11	i	·	-9	-0.8&1.1
COc1cc(/C=C/C(O)=C/C(=O)/C=C/c2ccc(O)cc2)ccc1O	-33	·	?	28	29	4	-0.8	·	14	-0.6
C=CCn1c(-c2ccc(F)cc2)n[nH]c1=S	-7	11	-1.7	0.0	-2	-11	-0.4	2	0	3.8
O=C(Nc1cccc2ccccc12)N(CCO)C1CCS(=O)(=O)C1 (stereo unspecified)	0	20	-1.1	-1.4	-15	14	-0.2	8	-23	0.8

Screens deposited in PubChem BioAssay by several laboratories.

These rows are one share of the data, so the mix of outcomes need not match the whole.
